# Source: PubChem (NCI)
# NCI-60 one-dose screen, 48 h, at 10 µM unless noted. Numbers give growth in % (100 = growth as untreated, 0 = no growth, -100 = all killed).
# SR: SR leukemia cells | 73,000 compounds, 8.7% hits | AID 1794780
# RPMI-8226: RPMI-8226 leukemia cells | 77,000 compounds, 7.5% hits
# A549/ATCC: A549/ATCC NSCLC. 81,000 compounds, 3.7% hits
# HOP-92: HOP-92 NSCLC cells. 71,000 compounds, 6.3% hits. AID 1794738
# MOLT-4: MOLT-4 leukemia cells | 80,000 compounds, 6.9% hits | AID 1794779
# CCRF-CEM: CCRF-CEM leukemia. 77,000 compounds, 7% hits. AID 1794778
# EKVX: EKVX NSCLC | 71,000 compounds, 3% hits | AID 1794765
# HOP-62: HOP-62 NSCLC; 80,000 compounds, 3.9% hits
# Active calls of the source: *; x = not tested or not shown; & = joins results of further samples. Rule for the calls: active = growth percent below 10; inactive = the rest.
SMILES	HOP-62	A549/ATCC	MOLT-4	CCRF-CEM	RPMI-8226	SR	HOP-92	EKVX
C[C@@H]1N=C(c2csc3ccccc23)Nc2nc3ccccn3c2C1=O	51	67	83	x	50	80	40	74
NC(=O)c1ccc(OC(F)(F)C(F)Cl)cc1OC(F)(F)C(F)Cl (stereo not given)	86	96	85	98	106	95	102	89
CC(=O)OCC(=O)C1CCC=CC1OC(C)=O (stereo not given)	86	94	96	100	100	99	99	x
O=C(CN1CCCCCC1)Nc1nc2ccc(NCc3ccc(Cl)cc3)cc2s1	103	99	92	93	79	97	91	96
C=C(C)[C@@H]1CC[C@]2(C)[C@H](CC[C@@H]3[C@H]4[C@@H](OC(=O)C(F)(F)F)C(C)(C)CC[C@]4(C(=O)O)CC[C@]32C)[C@@]1(C)CCC#N	85	53	56	84	57	72	77	72
CC(C)(C)NC1=C(Cl)C(=O)c2ccccc2C1=O	99	111	65	96	74	100	132	107
Cc1ccc(S(=O)(=O)n2cc(C3C(Cl)C(=O)N3c3ccc(N4CCOCC4=O)cc3)c3ccccc32)cc1 (stereo not given)	68	80	48	29	22	25	50	73
O=C(/C=C1\C=CN(CCCCO)c2ccccc21)n1ccc2ccccc21	84	105	102	102	109	123	98	90
C#CCOC(=O)[C@]12CC[C@@H](C(=C)C)[C@@H]1[C@H]1CC[C@@H]3[C@@](C)(CCC#N)[C@H](C(=C)C)CC[C@@]3(C)[C@]1(C)CC2	96	71	84	76	59	x	63	78
COc1ccc2nc(-c3ccc(Cl)cc3)cc(-c3nnc(SCC(=O)Nc4ccc(/C(C)=N\O)cc4)o3)c2c1	60	-9.7*	12	31	18	6.6*	19	35
CNC(=O)c1ccccc1C1(O)c2ccccc2CCc2ccccc21	90	92	91	x	102	88	94	x
COc1cc(NC(=O)c2sc3nc4c(cc3c2N)C(O)CCC4)cc(OC)c1 (stereo not given)	66	86	63	69	88	17	x	x
C=C(/C=C/c1ccc(OC)cc1)CC(=C)/C=C/c1ccc(OC)cc1	108	94	80	88	99	91	104	104
CN(C)c1ccc(-c2nc(SCC(=O)N3CCN(c4cc5c(cc4F)c(=O)c(C(=O)O)cn5C4CC4)CC3)nc(Cl)c2C#N)cc1	95	101	102	108	104	111	108	98
CC(N)CCCC(C)(C)O (stereo not given)	116	x	91	106	108	96	x	103
COc1ccccc1Cn1c(-c2ccccc2OC)nc2ccccc21	98	83	78	88	60	x	43	x
N#Cc1c(Oc2ccc([N+](=O)[O-])cc2)nc2sc3cc(Cl)ccc3n2c1=N	107	73	77	96	84	92	84	84
CC(=O)CC(=O)c1ccccc1.[Cu+2]	119	104	92	-11*	98	x	120	99
COc1ccc(-c2oc(=O)ccc2C#Cc2cc(OC)c(OC)c(OC)c2)cc1O	54	70	48	35	15	22	67	79
COc1ccc2cc([C@H](C)C(=O)N/N=C/c3ccccc3Br)ccc2c1	89	91	58	77	79	66	103	70
COc1cccc(/C=C2\SC(=S)NC2=O)c1	96	98	101	95	97	98	x	108
Cc1ccc(CNC(=O)Nc2ccc3cc4ccc(NC(=O)NCc5ccc(C)cc5)cc4nc3c2)cc1	94	87	80	68	98	41	100	96
O=CC1(C2(C=O)c3ccccc3-c3ccccc32)c2ccccc2-c2ccccc21	-76*	-51*	-47*	-5.1*	-24*	-32*	-75*	-78*
Cc1ccc(-c2c3c(nc4c2c(C)nn4-c2ccccc2)NC2(NC3)C(=O)N(C)c3ccccc32)cc1 (stereo not given)	91	64	x	60	83	67	96	87
Nc1nc2c(nc(I)n2[C@@H]2O[C@H](CO)[C@@H](O)[C@H]2O)c(=O)[nH]1	99	103	102	105	x	91	118	97
CC(=O)c1ccc(-n2ccc(C(F)(F)F)n2)cc1	102	100	103	97	98	99	109	95
CC(=O)OCC1OC(OC(C)=O)C(NC(=O)NS(=O)(=O)c2ccc(CCNC(=O)c3cc(Cl)cc(Cl)c3)cc2)C(OC(C)=O)C1OC(C)=O (stereo not given)	100	103	102	100	102	97	109	96
CCOc1ccccc1NC(C)=O	102	101	92	98	93	72	87	109
CON(C)N=Nc1ccc(C(N)=O)cc1	105	88	91	82	94	106	104	103
CC1(C)CC[C@]23CC[C@]4(C)[C@H](CC[C@@H]5[C@@]6(C)CCC(=O)NC(C)(C)[C@@H]6CC[C@]54C)[C@H]2[C@H]1OC3	98	102	97	102	105	95	102	95
CCOC(=O)/C(=C\n1c(=O)[nH]c(=O)[nH]c1=S)C(=O)c1ccccc1	95	81	98	104	98	105	102	99
O=C(CC(=O)c1cccs1)c1ccncc1	109	101	103	93	x	92	96	103
O=C(CC1c2ccccc2NC(=O)N1Cc1ccccc1)C1CC1 (stereo not given)	88	93	83	106	102	84	103	97
O=C1CCC(c2ccccc2)N1c1ccccc1 (stereo not given)	88	110	103	100	106	74	81	93
CCCCCCCCn1c2ccccc2c2c3c(c4c5cc(OC)ccc5oc4c21)C(=O)N(O)C3=O	70	84	x	106	109	x	92	82
CCOC(=O)c1cnn(CC(C)O)c1NC(=O)NCc1ccc(F)cc1 (stereo not given)	103	89	106	69	88	100	79	103
CC[Si](CC)(CC)c1ccccc1	94	98	97	97	112	x	88	x
CSc1ncc(-c2ccc3c(c2)COC3(CCCN(C)C)c2ccc(F)cc2)cn1 (stereo not given)	98	83	66	86	85	51	66	85
O=C1C(=O)c2ccccc2C(O)=C1CC=C(Br)Br	69	40	28	39	37	59	x	x
CN1C(=O)N(c2ccccc2)C2N=c3s/c(=C4\C(=O)Nc5ccccc54)c(=O)n3NC21 (stereo not given)	94	102	100	x	98	100	107	99
O=C(Nc1ccccc1C1=NCC(CO)O1)c1ccc(F)cc1 (stereo not given)	96	87	98	102	107	113	90	97
NC(=O)c1cccc[n+]1[O-]	93	70	x	x	133	99	x	107
O=C1/C(=C/c2ccccc2)CCC/C1=C\c1ccccc1	109	99	73	76	-3.3*	67	x	96
O=C1Nc2cc(Cl)ccc2/C1=C/c1cccc(OCc2ccccn2)c1	17	37	4.0*	2.3*	-5.5*	-0.5*	-3.6*	15
Cc1cc(NC(=O)Nc2cc(Cl)ccc2C)no1	96	108	98	109	89	59	x	87
C#CCOc1ccc2nc(CCl)c(Cl)c(Nc3cccc(C(F)(F)F)c3)c2c1	93	95	30	21	63	18	95	91
O=[N+]([O-])c1ccc2c(c1)Cc1ccccc1-2	95	95	86	91	121	91	x	61
COc1ccccc1NC(=O)c1sc2c(=O)[nH]c(C)nc2c1C	107	105	x	101	102	x	x	104
Cc1ccc(-n2nnc(-c3nc4ccccc4c(=O)[nH]3)c2N)cc1	91	75	98	94	109	69	109	103
COc1ccc(/C=C(/C)CO)cc1	95	78	87	101	102	84	96	104
CN(C)CCOc1ccc(NC(=O)c2cncc(C#Cc3cnc4cccnn34)c2)cc1C(F)(F)F	123	110	106	106	100	103	119	115
Fc1ccc(Nc2nnc(-c3cc(F)c(F)c(F)c3)o2)cc1Cl	99	107	98	98	97	x	93	99
O=C1C(Br)CCCCC1(c1ccccc1)c1ccccc1 (stereo not given)	95	87	94	90	92	75	69	x
COc1cc2cc(Oc3ccc(NC(=O)c4ccc(Br)c(C)c4)cc3)c(C)nc2cc1OC	97	64	46	64	48	53	x	72
CCNC(=O)c1ccc(Cl)cc1	89	94	110	98	100	110	88	94
O=C1CC(C(F)(F)F)Cc2nc3ccc(Cl)cc3cc21 (stereo not given)	85	79	93	89	82	108	70	87
C=CCn1cc(/C=N\N=C2\C(=O)Nc3ccccc32)c2ccccc21	100	101	66	91	88	50	107	96
CC(C)(C)[Si](C)(C)OC1[C@@H](O[Si](C)(C)C(C)(C)C)[C@@H](CNC(=O)NC(=O)NC(=O)CCl)O[C@H]1n1cnc2c(NC(=O)Nc3ccccc3)ncnc21 (stereo not given in full)	37	56	4.0*	-30*	47	-11*	x	86
CC/C(=C\c1ccccc1OC)c1ccncc1	82	102	94	94	87	64	x	104
COc1cc2c(cc1OC)-c1ccc3cc4c(cc3c1N(CCCn1ccnc1)C2)OCO4	25	56	2.1*	1.6*	0.8*	7.9*	27	98

# (listing goes on)
SMILES	HOP-62	A549/ATCC	MOLT-4	CCRF-CEM	RPMI-8226	SR	HOP-92	EKVX
COC(=O)/C=C/C=C(c1ccccc1)c1ccccc1	76	73	82	85	77	30	80	96
N#Cc1cn[nH]c1N	101	94	102	99	101	x	x	102
CC(c1ccccc1)c1ccccc1OCCN(C)C (stereo not given)	114	103	99	107	112	92	x	96
O=C1c2cccc3cccc(c23)C(=O)N1CCCCN1C(=O)c2ccc3c4c(ccc(c24)C1=O)C(=O)N(CCCCN1C(=O)c2cccc4cccc(c24)C1=O)C3=O	114	100	24	x	121	45	45	103
CC1=NN(c2nc(-c3ccccc3)c(C#N)c(=O)n2C)C(=O)C1N=Nc1c(C)n(C)n(-c2ccccc2)c1=O (stereo not given)	103	109	83	81	82	78	81	117
O=C1NC(=O)c2c(Br)c(Br)c(Br)c(Br)c21	96&116	111&104	94&98	100&103	96&110	97	107&116	97&106
COc1cc(NCC(O)CN2CCCCC2)c2ncccc2c1 (stereo not given)	95	71	x	119	109	x	123	95
O=C(CSC(=S)N1CCN(Cc2ccccc2)CC1)Nc1nc2ccc(Cl)cc2s1	102	98	114	x	100	119	99	94
CN1C(=O)/C(=C/c2ccc(C(=O)O)cc2)S/C1=N/c1nccs1	101	97	102	84	91	71	76	92
CN1CCN(C(=O)c2ccc(NC(=O)Nc3ccc(-c4nc(N5CCOCC5)c5cccn5n4)cc3)cc2)CC1	-14*	1.2*	0.1*	17	-2.3*	3.4*	-29*	-23*
CCN(CC)CCOc1ccc(/C(=C(\C)c2ccc(F)c(OC)c2)c2ccc(Cl)cc2)cc1	-4.7*	31	-1.2*	14	x	-22*	20	56
c1ccc2[nH]c(-c3ccncc3)nc2c1	105	122	112	105	81	x	89	106
CCc1cccc(CC)c1NC(=S)N/C=C(\C#N)S(=O)(=O)c1ccc(C)cc1	95	88	99	98	102	90	105	98
Cc1ccc(NC(=O)Nc2nccnc2OCc2cccc(Cl)c2)cc1	96	92	101	98	96	x	83	97
C=C(C)[C@@H]1CC[C@]2(C(=O)N3CCN(C)CC3)CC[C@]3(C)[C@H](CC[C@@H]4[C@@](C)(CCCN)[C@H](C(=C)C)CC[C@]43C)[C@@H]12	96	94	83	x	76	71	85	93
OCC1OC(n2cnc3c(SCc4ccccc4)nc(F)nc32)C(O)C1O (stereo not given)	120	x	117	103	103	103	87	103
CCC(=O)Oc1ccc(C(CN(C)C)OC(=O)C(c2ccccc2)c2ccccc2)cc1OC(=O)CC (stereo not given)	77	94	85	83	70	81	67	100
CCOC(=O)c1nn(C2CCCCO2)c2ccc(NC(=O)CSc3nc4ccccc4c(=O)[nH]3)cc12 (stereo not given)	88	99	103	93	101	113	93	102
CCNC(=O)Oc1ccc(/C(=C(/CC)Cc2ccccc2)c2ccc(OCCN3CCCC3)cc2)cc1	83	98	76	87	78	75	62	88
COC(=O)Nc1ccc(NC(=O)OC)c2c1C(=O)c1ccccc1C2=O	69	68	86	78	93	85	81	81
COc1ccc(C(C)=O)cc1S(N)(=O)=O	112	88	86	97	99	104	92	106
CCOc1ccc(C(CN2CCOCC2)C(C)=O)cc1OC (stereo not given)	104	101	87	53	62	65	102	96
CC(C)(Oc1ccc(C2CC2(Cl)Cl)cc1)C(=O)O (stereo not given)	x	101	107	69	98	106	90	109
COc1ccc(NCC(=O)Nc2ccc(-c3nc4ccccc4s3)cc2)cc1	85	89	66	59	86	84	71	x
CC(=O)/C(N=O)=C(/C)O	105	107	109	98	103	97	92	123
OCC1CCN(c2cc(-c3cccnc3)ccc2NC(=S)Nc2ccc(C(F)(F)F)cc2)CC1	69	62	45	51	35	28	x	62
N#Cc1nc(-c2ccc(Cl)cc2)oc1N1CCN(c2ccc(F)cc2)CC1	87	106	103	101	105	94	97	99
O=C1/C(=C/c2ccc([N+](=O)[O-])cc2)SC(=NC2CCCCC2)N1Nc1ccccc1	103	69	13	32	39	20	93	70
COc1ccc(Nc2nc(C)c(/C(C)=N/NC(=S)Nc3ccccc3)s2)cc1	89	100	80	85	85	72	48	78
